# PglD inh = PglD (C. jejuni) enzyme inhibition | purified PglD enzyme, DTNB colorimetric CoA detection | inhibition, % at 12.5 µM | actives 0.098% (n = 360,000); in the data active = inhibition above about 16%, passing the limit was not always enough; also: strong numbers were not always called active
# miR122 inh = miR-122 inhibition in Huh7 cells | Huh7 miR-122 Renilla luciferase sensor, 48 h; neutral wells = 0, positive control = 100 | activation (reporter increase), % at 12.5 µM | actives 0.3% (n = 340,000);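 active = mean replicate activation score at least 90 and every replicate individually at or above 90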;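 also: higher luciferase means less miR-122 activity so hits act as miR-122 inhibitors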
# GSIS activator = GLuc luminescence reporter in INS-1E cells, primary screen for activators of glucose-dependent secretion of insulin. INS-1E GLuc reporter insulin secretion, 2-3 h. activation, % at 16.6 µM. actives 0.61% (n = 370,000);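 active = lowest replicate activation of at least 40%, so every replicate reaches that level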;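 also: 0% = median of neutral control wells and 100% = median of IBMX positive control wells; some compounds called inactive have numbers as strong as hits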
# C2C12 statin = suppression of simvastatin myotoxicity | actives 0.78% (n = 330,000) | AID 602340 | rescue of ATP level, % at 7.49 µM | C2C12 myotubes + simvastatin, ATP luminescence, 48 h; scaled: DMSO 0, geranylgeraniol control 100;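 active = mean ATP rescue above about 67%, or every replicate alone reaching that limit, limit read from the data, passing the limit was not always enough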;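 also: myotubes were challenged with 10 µM simvastatin during compound exposure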
# Cneo AK release = causes C. neoformans cell lysis. adenylate kinase release luminescence, 4 h; normalised: neutral wells 0, clomiphene wells 100. lysis activity, % at 15 µM. actives 0.2% (n = 360,000). AID 651654;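 active = mean lysis activity across replicates of at least 80%, whatever share of replicates individually reach that level; inactive = mean lysis activity below 80%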
#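 Test system: log-phase Cryptococcus neoformans yeast cells. Input: 5 × 10^6 yeast cells/mL. Medium: fresh YPD growth medium. Doses: single dose. Incubation: static 4 h at 37 °C with compound, 1 h detection. Measured by: luminescent adenylate kinase detection reagent. Read-out: signal increase indicating cell lysis. Benchmarks: Clomiphene.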
# CFTR F508del cor = CFTR F508del correction in bronchial cells; CFBE cells, YFP halide quenching; stimulated with forskolin plus potentiator P3; % fluorescence drop versus neutral controls; activity (quench increase), % at 7.58 µM; actives 0.36% (n = 350,000);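 active = mean added fluorescence quench of at least 8% versus neutral control, with both replicates also reaching 8%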;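 also: cells transiently co-express mutant CFTR-F508del with the halide-sensitive YFP; corrector assay measuring rescue of mutant channel to the surface after 24 h compound exposure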
# PGC1a acetyl inh = lowers PGC1a acetylation signal in U2OS cells. AlphaScreen anti-acetyl-lysine; with virally co-expressed GCN5 acetyltransferase. inhibition, % at 15.6 µM. actives 0.17% (n = 350,000). AID 651687;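 active = every replicate shows inhibition of at least 40%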;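 also: 0% = neutral control wells and 100% = positive control wells; some results beyond the cut were filed as inactive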
# FN deposition inh = fibronectin deposition inhibition. AH1F fibroblasts, Alexa488-fibronectin deposition fluorescence, overnight. inhibition, % at 12.6 µM. actives 0.086% (n = 350,000);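 active = mean inhibition across replicates of 30% or more, regardless of how many single replicates reach that level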;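 also: positive control wells lacked labelled fibronectin entirely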
#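 Assay system: AH1F fibroblasts / Quantity: 10000 cells per well / Medium: DMEM plus 2% serum, read in PBS / Reagent: labelled fibronectin 24 nM / Dosing: single dose, pinned / Times: 1 h cell attachment, overnight exposure to compound and label / Signal: fluorescence, ex 485 nm, em 525 nm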
# The depositor's hits bear a star; . = no result given; [ ] = another dose, or the depositor's remark.
Molecule,PglD inh,miR122 inh,GSIS activator,C2C12 statin,Cneo AK release,CFTR F508del cor,PGC1a acetyl inh,FN deposition inh
CCOc1ccc(C2C=C(c3ccc(F)cc3)Nc3ncnn32)cc1 (stereo not drawn),.,5,.,10,3,.,-8,.
O=C(c1ccccc1)N1CCC(CC2CC(c3cccc(Br)c3)=NO2)(C(=O)NCC2CCCCC2)CC1 (stereo not drawn),-1,8,.,8,-6,.,.,.
Cc1ccc(-c2cc(-c3ccccc3Cl)c(C#N)c(N)n2)o1,2,-12,.,4,1,.,8,4
C/C=C/c1cnc2c(c1)C(=O)N([C@H](C)CO)C[C@H](C)[C@H](CN(C)C(=O)c1cnccn1)O2,-2,3[16.7 µM],25,5,-5,0.5,11,.
C[C@]12CC[C@H](O)CC1=CCC1C2CC[C@@]2(C)C1CC[C@@H]2NC(=O)[C@@H](N)Cc1ccccc1 (stereo partly drawn),6,3,.,11,3,-0.5,-4,4
C=CCn1c(-c2ccccc2)n[nH]c1=S,-5,-7,4,.,1,.,7,.
O=C(O)Cn1cc(/C=N/NC(=O)c2cc3cc(Br)ccc3o2)c2ccccc21,.,.,12,.,.,3.0,3,1
COC(=O)[C@H](C)NC(=O)NCc1ccc(S(N)(=O)=O)cc1,0,2,10,0,3,-0.9,2,3
O=C(c1ccco1)N1CCN(C(=S)Nc2cc(F)cc(F)c2)CC1,2,-6,-7,10,-4,1.3,-8,13
Cc1ccc(S(=O)(=O)NC(CC(=O)O)c2ccccc2)cc1 (stereo not drawn),2,-10,.,11,-4,.,.,-7
CC(C)C[C@@H](C(=O)NC1CC1)N1C(=O)N2CCc3c([nH]c4ccccc34)[C@@]2(C)C1=O,-1,-14,-38,7,-2,-0.9,-4,.
N#CC1(NC(=O)Cn2ncc(Cl)c(Cl)c2=O)CCCCC1,-6,9,-13,14,-1,-8.1,-98,.
COc1ccc(-c2[nH]ncc2N=Nc2cc(C)cc(C)c2)cc1,.,.,6,.,.,-4.6,-12,-9
C=CCn1cccc(C(=O)Nc2cc(OC)ccc2OC)c1=O,.,.,16,.,.,1.6,0,6
CCN(CC)S(=O)(=O)c1ccc(N2CC(C(=O)NC3(C)CCS(=O)(=O)C3)CC2=O)cc1 (stereo not drawn),0,-5,.,-2,2,-3.6,3,3

# Additional structures follow:
Molecule,PglD inh,miR122 inh,GSIS activator,C2C12 statin,Cneo AK release,CFTR F508del cor,PGC1a acetyl inh,FN deposition inh
C[C@H](CO)N1C[C@H](C)[C@H](CN(C)Cc2ccc3c(c2)OCO3)Oc2ccc(NC(=O)Nc3cccc4ccccc34)cc2C1=O,-1,-4[16.7 µM],-23,30,0,0.1,-2,.
NS(=O)(=O)c1ccc(CCNCc2cccnc2)cc1,6,-3,9,7,3,0.9,.,-8
N#Cc1ccc(C2=CC(=O)C[C@H](c3ccc4c(c3)OCO4)C2)cc1,4,8,17,22,-2,-0.3,-33,-5
CCNC(=S)NNC(=O)c1ccccc1OC(F)F,-5,0,4,4,-1,.,16,6
CN(CC(CC(=O)O)c1ccccc1)S(=O)(=O)c1ccc(Br)cc1 (stereo not drawn),-1,.,-3,10,0,4.2,4,-6
Cc1ccc(NC(=O)c2cc(-c3cccc(O)c3)on2)cc1C,0,.,.,-20,-1,-2.6,.,1
C[C@@H]1CCCCO[C@@H](CN(C)C(=O)Cc2ccccc2)[C@H](C)CN([C@H](C)CO)C(=O)c2cc(NC(=O)CCC(F)(F)F)ccc2O1,-2,-3[16.7 µM],-36,-32,-4,0.4,7,-3
COc1ccc(-c2ccc([C@H]3[C@H](CO)N[C@@H]3C#N)cc2)cc1,0,.,7,-20,-3,-3.8,11,4
COCCNC(=O)C(c1cccs1)N(CCc1ccccc1)C(=O)Cn1nnc2ccccc21 (stereo not drawn),-6,-3,.,15,2,.,-7,.
CCCC(=O)N1CCC1(C)C(=O)NCc1ccccc1SC (stereo not drawn),0,-2,-1,-7,-7,3.6,4,0
O=[N+]([O-])c1cc(Br)c(O)c(/C=N/Nc2nnnn2-c2cccc3ccccc23)c1,-3,3,.,-4,0,.,-1,19
COc1cc(OC)c(OC)cc1CCC(C)NC(=O)Cc1ccccc1 (stereo not drawn),-1,.,44*,-7,-4,-0.3,-16,-8
C[C@H](NC(=O)C[C@@H]1CC[C@@H]2[C@H](COC[C@@H](O)CN2Cc2cc(F)ccc2F)O1)c1ccccc1,-3,3[16.7 µM],3,7,0,0.1,-7,10
COc1ccc(OC)c2c1sc(=NC(=O)c1ccco1)n2C,4,.,.,6,5,-0.3,.,-7
COC(=O)c1ccc(=O)n(Cc2ccco2)c1,-4,-2,.,.,-1,.,-2,-5

# New compounds follow:
Molecule,PglD inh,miR122 inh,GSIS activator,C2C12 statin,Cneo AK release,CFTR F508del cor,PGC1a acetyl inh,FN deposition inh
C[C@@H]1CCCCO[C@H](CN(C)S(=O)(=O)c2cccs2)[C@H](C)CN([C@@H](C)CO)C(=O)c2cc(NC(=O)Nc3ccc(C(F)(F)F)cc3)ccc2O1,-3,-1[16.7 µM],-2,-41,1,-0.5,8,.
C[C@H]1CN([C@@H](C)CO)C(=O)Cc2cc(NC(=O)Nc3ccc4c(c3)OCO4)ccc2O[C@@H]1CN(C)C,-7,-4[16.7 µM],-11,-59,1,2.9,0,.
O=c1oc2ccccc2n1CCCOc1ccccc1,-4,-10,.,10,-1,-0.1,-9,.
COc1ccc(-c2nnn(CC(=O)N(CCO)C(C(=O)NC3CCCC3)c3ccncc3)n2)cc1 (stereo not drawn),.,-3,14,.,.,-1.1,9,7
NNC(=O)c1ccc(CSc2cccc3cccnc23)cc1,2,18,-3,-3,-1,1.6,-4,3
O=C(C[C@H]1CC[C@@H](NS(=O)(=O)c2ccc(F)cc2)[C@H](CO)O1)NCc1ccc(Cl)c(Cl)c1,3,-5[16.7 µM],-14,2,-8,1.0,-5,.
COc1cc(CCC(=O)OCC(=O)NC2CCCC(C)C2C)cc(OC)c1OC (stereo not drawn),.,0,-4,.,.,2.1,18,6
CC(=O)c1ccc(S(=O)(=O)Nc2cccc(-n3cnnn3)c2)cc1,1,7,-6,5,-1,-0.4,-4,0
C[C@H](CO)N1C[C@H](C)[C@H](CN(C)Cc2cccc(O)c2)OCc2cn(nn2)CCCC1=O,.,0[16.7 µM],-12,1,.,0.9,7,-9
COCCN(CC(=O)NCc1ccc(OC)cc1)C(=O)CCC(=O)Nc1nccs1,3,-3,23,-1,-1,.,-8,.
CCCCCCC[N+](CC)(CC)CCCCc1ccc(Cl)cc1,0,-2,.,-30,1,-0.4,14,-8
O=C(NCc1ccccc1Cl)[C@@H]1[C@@H](CO)[C@@H]2Cn3c(cccc3=O)[C@@H]2N1C(=O)C1CCCC1,7,10[16.7 µM],7,-18,0,-0.1,.,.
Cc1ccc(S(=O)(=O)Nc2cccc3c2O[C@H](CN(C)Cc2ccc(Cl)c(Cl)c2)[C@H](C)CN([C@H](C)CO)C3=O)cc1,.,0[16.7 µM],-3,-20,.,2.2,-20,.
C=C(C)Cn1c2ccc(NC(=O)NCCc3ccccc3)cc2c(=O)n1C,2,5,4,-7,-3,0.9,-1,6
O=C(Cc1ccccc1F)Nc1nc(-c2ccc(F)cc2)cs1,-2,.,1,4,-16,-2.1,.,0

# (continued)
Molecule,PglD inh,miR122 inh,GSIS activator,C2C12 statin,Cneo AK release,CFTR F508del cor,PGC1a acetyl inh,FN deposition inh
C[C@H](/C=C/[C@@]1(O)[C@H](C)C[C@H](O)CC1(C)C)O[C@@H]1O[C@H](CO)[C@@H](O)[C@H](O)[C@H]1O,9,-3,13,6,0,-1.0,-7,.
CCOC(=O)C1CCCN(C(=O)c2ccc(-c3ccc([N+](=O)[O-])cc3)o2)C1 (stereo not drawn),.,-4,-13,-3,.,-1.7,.,11
C[C@@H]1CN([C@H](C)CO)C(=O)c2cccc(NC(=O)C3CC3)c2O[C@@H]1CN(C)C(=O)Nc1ccc(C(F)(F)F)cc1,-1,-6[16.7 µM],-7,7,5,-1.8,-6,.
CC(C)CCNc1nc(N)c([N+](=O)[O-])c(NCCO)n1,8,-5,47,5,-8,-0.8,-10,6
CNC[C@@H]1Oc2cc(-c3ccc(C)cc3)ccc2S(=O)(=O)N([C@@H](C)CO)C[C@H]1C,0,4[16.7 µM],20,-18,3,0.2,-6,-8
CC(C)(C)NS(=O)(=O)c1ccc2c(c1)oc(=O)c1cc(S(=O)(=O)NC(C)(C)C)ccc12,1,.,1,5,5,.,-2,1
COc1ccc(C(=Cc2cc(OC)c(OC)cc2[N+](=O)[O-])C(=O)O)cc1,-2,-1,6,-1,0,-0.1,2,2
O=C(O)C[C@H]1C[C@@H]2c3cc(NS(=O)(=O)c4ccccc4)ccc3O[C@@H]2[C@@H](CO)O1,0,-2[16.7 µM],-5,-1,15,-0.9,1,-16
COc1ccc(S(=O)(=O)Nc2cccc3c2O[C@H](CN(C)Cc2ccc(Cl)c(Cl)c2)[C@@H](C)CN([C@@H](C)CO)C3=O)cc1,.,34[16.7 µM],-30,.,.,2.7,-31,6
CCNC(=S)NNC(=O)c1cc(-c2cc(C)ccc2C)nc2ccccc12,2,1,-25,13,-2,1.0,-1,.
CCCNC(=O)c1ccc2c(c1)ncn2-c1cc(C)cc(C)c1,.,.,0,.,.,2.7,4,2
CC(C)CC#Cc1ccc2c(c1)O[C@@H](CN(C)C(=O)C1CCC1)[C@H](C)CN([C@H](C)CO)S2(=O)=O,-1,77[16.7 µM],-13,-23,2,0.3,3,.
Cc1ccccc1S(=O)(=O)NCC[C@H]1CC[C@@H](NC(=O)C2CC2)[C@@H](CO)O1,-1,.,-2,-6,-1,-1.9,-1,-4
Cc1ccc(S(=O)(=O)N(C)C[C@@H]2OCCCC[C@H](C)Oc3ccc(NC(=O)c4ccncc4)cc3C(=O)N([C@H](C)CO)C[C@H]2C)cc1,-5,3[16.7 µM],-22,.,6,-3.5,7,-12
CCN(C[C@H]1N[C@@](CC)(C(=O)OC)[C@H]2C(=O)N(Cc3ccccc3)C(=O)[C@@H]12)S(=O)(=O)c1ccc(OC)cc1,5,10,-7,2,0,-1.4,-11,3

# Next compounds.
Molecule,PglD inh,miR122 inh,GSIS activator,C2C12 statin,Cneo AK release,CFTR F508del cor,PGC1a acetyl inh,FN deposition inh
CCOc1ccc(C2C(C(N)=O)=C(C)Nc3ncnn32)cc1OC (stereo not drawn),-5,-4,0,11,4,1.0,-4,1
O=C(COc1ccc([N+](=O)[O-])cc1)Nc1cc(C(=O)O)cc(C(=O)O)c1,-2,-1,16,1,0,1.7,-2,7
CC(=O)N1CCCCN2[C@H](C1)[C@H](c1ccc(-c3ccc(C)cc3)cc1)[C@@H]2CO,0,-4[16.7 µM],-23,.,-2,0.0,-3,.
CCOC(=O)N1CCC(Nc2ncnc3c2cnn3-c2ccccc2)CC1,-6,3,-19,-7,-7,.,2,2
CCC(=O)N1C[C@@H](C)[C@@H](OC)CN(C)C(=O)c2cc(NS(C)(=O)=O)ccc2OC[C@@H]1C,-2,-1[16.7 µM],-1,5,1,-1.6,12,0
CCN(CC)C(=O)Nc1c(C)n(C)n(-c2ccccc2)c1=O,6,-8,.,.,7,.,27,.

# Filtered by structure: the entries above with an aryl thioether with sulfur outside any ring
Molecule,PglD inh,miR122 inh,GSIS activator,C2C12 statin,Cneo AK release,CFTR F508del cor,PGC1a acetyl inh,FN deposition inh
CCCC(=O)N1CCC1(C)C(=O)NCc1ccccc1SC (stereo not drawn),0,-2,-1,-7,-7,3.6,4,0
NNC(=O)c1ccc(CSc2cccc3cccnc23)cc1,2,18,-3,-3,-1,1.6,-4,3

# High-throughput results: PubChem BioAssay, Broad Institute
